RSV CPE inhibition: RSV antiviral activity via CPE protection, HEp-2 cells, primary 10 µM value included (AID 2391); 0.13% of 310,000 active; HEp-2 cells, RSV-induced CPE inhibition; higher % means a stronger effect; CPE inhibition, % at 10 µM, or IC50 in µM where a hit was titrated; in the data active = a potency from the dose series; inconclusive = CPE inhibition mostly from about 23% at the one dose, without a potency; inactive = the rest, 99 in 100 with CPE inhibition below about 21%; note: strong numbers were not always called active
ER stress rescue: protection against thapsigargin-triggered cell killing – 384-well, CSM14.1, ATP luminescence, primary screen (AID 1222) | CSM14.1 thapsigargin-induced death rescue, ATP luminescence; higher % means a stronger effect | 190,000 tested, under 10 active | one-dose cellular ATP content (survival), % at 20 µM; EC50 in µM for titrated hits;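 active = EC50 below 50 µM in the dose-response confirmation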;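 note: death triggered by thapsigargin at about 15 µM added after 2 h compound pretreatment; cell ATP read after overnight thapsigargin exposure of roughly 18 to 22 hours; normalized against plate controls of thapsigargin alone and 5% DMSO vehicle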
MgcRacGAP inhibition: MgcRacGAP GTPase-activating activity inhibitors, confirmation, biochemical, ADP Hunter fluorescence; inhibition, % at 30 µM; hits with a dose series show IC50 in µM; MgcRacGAP-stimulated Rac1 GTP hydrolysis, ADP Hunter fluorescence; higher % means a stronger effect; GST-tagged Rac1 F28L mutant substrate; 0.6% of 340,000 active; AID 624330;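 active = first-screen hits whose inhibition reached a set limit at any dose in the follow-up dose series; inconclusive = inhibition above the set first-screen limit but never retested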;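 note: fluorescence reports GDP produced by GAP-driven GTP hydrolysis; strong numbers were not always called active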
Dengue-2 NS5 capping: Dengue-2 NS5 methyltransferase inhibitors, primary screen, biochemical, confirmation dose response (AID 588689). Dengue-2 NS5 methyltransferase capping enzyme assay, biochemical; higher % means a stronger effect. inhibition, % at 25 µM; hits with a dose series show IC50 in µM. 0.3% of 340,000 active; in the data active = a potency from the dose series; inconclusive = inhibition above about 29% without an active follow-up result
GPR35 antagonists: GPR35 antagonists blocking zaprinast-driven arrestin recruitment, primary screen, imaging, U2OS, beta-arrestin-GFP, zaprinast agonist (AID 2058) | U2OS GPR35 beta-arrestin-GFP translocation imaging, zaprinast antagonism; higher % means a stronger effect | 0.052% of 290,000 active | inhibition, % at 10 µM, or IC50 in µM where a hit was titrated;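 active = inhibition of at least 50% with at least 30 cells and total cytoplasm GFP at most 10,000,000; inconclusive = under 30 cells or total GFP of 10,000,000 plus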
PhoP inhibition: inhibitors of PhoP regulon expression, primary screen, Salmonella Typhimurium, GFP reporter (AID 1863). inhibition, % at 50 µM; hits with a dose series show IC50 in µM. S. Typhimurium PhoP-regulated promoter GFP reporter, 4 h; higher % means a stronger effect. 0.16% of 300,000 active;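 active = inhibition over 29.93%, a cutoff 3 SD above the screen mean, later confirmed by dose response; inconclusive = inhibition over 29.93% but no dose response follow-up; inactive = inhibition at most 29.93% or unconfirmed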;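 note: 0% = low Mg2+ inducing control and 100% = high Mg2+ repressing control; strong numbers were not always called active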
LYP phosphatase: PTPN22 lymphoid phosphatase activity blockers – biochemical, fluorescence intensity, uHTS (AID 1779); recombinant LYP phosphatase, fluorescence intensity; higher % means a stronger effect; inhibition, % at 11.5 µM, or IC50 in µM where a hit was titrated; 0.054% of 290,000 active; in the data active = inhibition above about 50%;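 note: plate controls were vehicle with enzyme for no effect and no enzyme for full effect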
SV40 large T antigen: TAg ATPase/helicase activity blockers – biochemical (AID 1903). SV40 large T antigen ATPase/helicase inhibition assay; higher % means a stronger effect. one-dose inhibition, % at 20 µM; IC50 in µM for titrated hits. 0.39% of 310,000 active; in the data active = a potency from the dose series; inconclusive = inhibition mostly from about 32% at the one dose, without a potency; inactive = the rest, 99 in 100 with inhibition below about 32%; note: strong numbers were not always called active
West Nile virus CPE: West Nile virus antiviral activity, cell-based, CPE readout (AID 1621); West Nile virus-infected cells, CPE inhibition; higher % means a stronger effect; one-dose CPE inhibition, % at 10 µM; IC50 in µM for titrated hits; 0.02% of 290,000 active; in the data active = a potency from the dose series; inconclusive = CPE inhibition mostly from about 3.7% at the one dose, without a potency; inactive = the rest, 99 in 100 with CPE inhibition below about 2.2%; note: strong numbers were not always called active
* = called active by the depositor; ? = inconclusive; . = no result given.

SMILES	RSV CPE inhibition	ER stress rescue	MgcRacGAP inhibition	Dengue-2 NS5 capping	GPR35 antagonists	PhoP inhibition	LYP phosphatase	SV40 large T antigen	West Nile virus CPE
CCCc1cc2c(OC(=O)CC)c(-c3ccc(C(=O)OCC)o3)c(=O)oc2cc1OC	11%	-2.0%	9%	17%	-18%	-8%	-43%	30%	-0.4%
Cc1snc(SCC(=O)c2ccc(Cl)cc2)c1C#N	0.6%	0.4%	11%	-6%	6%	-22%	0%	6%	-0.3%
Cc1cccc(N2C(=O)c3cccc4c(N5CCCCC5)c([N+](=O)[O-])cc(c34)C2=O)c1C	1.7%	9.1%	2%	-5%	-6%	-6%	-5%	14%	-0.5%
CCN(CC)c1ccc2c(Nc3ccccc3)c(C=O)c(=O)oc2c1	3.2%	0.6%	10%	-8%	5%	2%	-2%	5%	0.5%
O=C(/C=C/c1ccco1)Nc1nnc(-c2ccco2)s1	1.7%	0.0%	13%	12%	0%	0%	-2%	6%	0.1%
CC(C)C[C@H](NC(=O)Nc1ccc(S(N)(=O)=O)cc1)C(=O)O	-0.1%	8.4%	5%	1%	12%	6%	-12%	0%	-0.6%
Cc1ccc(C(=O)Nc2nnc(SCC(=O)N3CCCc4ccccc43)s2)cc1	14%	-6.1%	3%	0%	-14%	-1%	2%	10%	-0.8%
CSc1ccccc1NC(=O)CN(C)C(=O)Cc1c[nH]c2ccccc12	-1.6%	.	5%	-15%	.	3%	.	7%	.
Cc1cccc(NC(=O)CS(=O)(=O)c2cn(CC(=O)N3CCOCC3)c3ccccc23)c1	0.5%	-0.4%	3%	2%	-13%	1%	-9%	19%	0.1%
Cc1ccc(CNC(=O)CNC(=O)[C@@H]2Cc3ccccc3CN2C(=O)OC(C)(C)C)cc1	-0.2%	.	-2%	-8%	6%	-1%	-6%	9%	-0.3%
COc1cc(C)nc(Oc2ccc(/C=N/O)cc2)n1	2.2%	1.8%	11%	2%	-6%	4%	-7%	15%	-0.1%
CN(C)c1cccc2c1C(=O)c1ccccc1C2=O	?	-1.7%	15%	3%	-2%	18%	21%	-11%	-0.5%
COC(=O)[C@@H]1CC[C@H](C)[C@@H](c2ccc(C)cc2)N1C(=O)c1ccc(/C=N/OC[C@@H](O)COCc2ccco2)cc1	.	-1.0%	.	.	-9%	7%	7%	5%	.
O=C1C2C3C=CC(CC3)C2C(=O)N1c1ccccc1[N+](=O)[O-] (stereo not drawn)	1.6%	-2.9%	-1%	4%	3%	3%	-7%	-5%	1.2%
CC(=O)Nc1cccc(Oc2cc(C#N)c(C#N)cc2N2CCCCCC2)c1	?	-1.1%	5%	1%	-1%	-8%	4%	2%	0.3%
Cc1ccc(-c2noc(C3CCCN(S(=O)(=O)c4ccc(S(=O)(=O)N(C)C)cc4)C3)n2)o1 (stereo not drawn)	3.2%	0.3%	8%	-1%	3%	-2%	-4%	7%	-1.0%
O=C(CSCc1c(Cl)cccc1Cl)NCc1ccco1	-0.5%	-0.4%	5%	-2%	6%	11%	0%	7%	-0.1%
Oc1ccccc1/C=N/Nc1ncc(Br)cn1	0.2%	-2.9%	8%	-3%	-5%	-3%	-5%	-1%	2.8%
CN(c1ccccc1)S(=O)(=O)c1ccc(C(=O)OCC(=O)NCc2cccs2)cc1	3.0%	.	4%	1%	-4%	.	2%	6%	0.2%
CC1CCN(C(=O)C2CCC(CNc3c(N4CCCCC4)c(=O)c3=O)CC2)CC1 (stereo not drawn)	3.0%	.	7%	1%	11%	-4%	-3%	13%	0.5%
NCc1ccccc1COc1ccccc1	-0.2%	-0.1%	2%	-1%	10%	-2%	-4%	3%	-0.2%
O=C(C1=C[C@@H](c2ccc(C(F)(F)F)cc2)C[C@@H](OCc2ccc(CO)cc2)O1)N1CCN(Cc2ccccc2)CC1	-3.0%	16%	5%	-8%	2%	-3%	0%	10%	-1.4%
CN(c1ccc(C(=O)Nc2ccc3c(c2)OCCO3)cc1)S(C)(=O)=O	7.1%	-2.8%	6%	-5%	-15%	2%	-3%	6%	0.5%
CN(C)CCNC(=O)c1ccc(Cl)s1	0.0%	-2.6%	-5%	-1%	0%	-1%	-2%	1%	-0.5%
O=c1c(-c2ccccc2)nnc2sc(COc3ccc(Br)cc3)nn12	1.1%	.	-1%	-9%	9%	-5%	-2%	4%	0.0%
CCC1Oc2ccc(C)cc2N(CC(=O)NCCCN2CCCC2)C1=O (stereo not drawn)	0.4%	.	3%	-3%	11%	-4%	1%	-1%	-0.2%
O=C(NCCCCc1ccccc1)C1CC(c2cccc(F)c2)=NO1 (stereo not drawn)	1.8%	.	1%	-3%	-9%	2%	-4%	13%	-0.5%
CN(CC(=O)Nc1ccccc1C(F)(F)F)C(=O)c1cccc(-n2cccc2)c1	0.2%	.	0%	-2%	.	7%	.	4%	.
N/C(=N\O)c1ccc(NC(=O)c2cccs2)cc1	0.6%	-5.7%	15%	-8%	2%	-2%	-7%	20%	-0.2%
O=C(COc1nc2ccccc2nc1N1CCOCC1)N1CCc2ccccc21	.	-2.1%	-1%	3%	-11%	-9%	-9%	27%	-0.4%
Cc1coc2cc3oc(=O)c(CCC(=O)NCCCn4ccnc4)c(C)c3cc12	1.3%	.	8%	1%	-12%	-3%	-9%	16%	0.3%
CCN(CC)C(NC(=O)Cc1ccccc1)C(Cl)(Cl)Cl (stereo not drawn)	1.0%	-0.3%	9%	-13%	-1%	4%	-6%	11%	0.4%
CCc1nc2ccccc2c(C(=O)OCC(=O)NC(=O)c2cccn2C)c1C	1.4%	.	11%	-6%	10%	-9%	-5%	6%	-0.5%
O=S(=O)(c1ccc(Cl)cc1)c1ccccn1	-0.2%	-1.8%	8%	5%	-1%	24%	-2%	-10%	0.0%
O=C(COC(=O)/C=C/c1cccc(Br)c1)NCCc1ccccc1	0.7%	.	-2%	-4%	.	2%	.	15%	.
O=C(CSc1nnc(Cc2ccccc2)n1-c1ccccc1)NNC(=O)Cc1ccccc1	-0.6%	1.4%	-14%	-6%	3%	-2%	-2%	3%	0.0%
Cc1onc(-c2ccccc2)c1C(=O)Nc1ccc(Cl)cn1	1.4%	0.4%	4%	-2%	1%	-3%	2%	3%	-0.6%
Cc1ccc(N2C(=O)C3C4C=CC(C4)C3C2=O)cc1C (stereo not drawn)	1.2%	-1.3%	6%	-2%	7%	1%	-8%	9%	-0.1%
O=c1[nH]c(C2CCN(S(=O)(=O)c3ccc4c(c3)OCCO4)CC2)nc2c1nnn2Cc1ccc(F)cc1	64%	.	9%	-7%	-14%	8%	2%	7%	-0.3%
Cc1ccc(CN2CCN(/N=C/c3ccc(C(=O)O)cc3)CC2)c(C)c1	-2.0%	1.7%	5%	-3%	1%	-9%	-2%	3%	-0.9%
Cc1ccc(S(=O)(=O)NCCC(=O)NCc2ccco2)cc1	0.3%	-2.7%	4%	-1%	-7%	-1%	-1%	11%	-0.5%
Cc1cc(C)cc(C(=O)n2cnnc2N)c1	-0.1%	.	11%	-4%	6%	-10%	-3%	3%	0.6%
C/C(=N\S(=O)(=O)c1ccc(C)cc1)NC(=S)Nc1ccccc1	-0.3%	-0.5%	5%	-14%	-8%	-8%	-5%	14%	0.2%
COc1ccccc1NC(=O)c1nn(-c2ccccc2)ccc1=O	3.0%	0.1%	2%	-2%	-5%	4%	-2%	0%	0.3%
CC(C)c1nc2ccccc2n1CCC(=O)O	2.0%	-1.5%	-1%	-5%	4%	-2%	-4%	11%	1.2%
COc1ccccc1CN1CCN(C(=O)c2ccco2)CC1	2.1%	.	-2%	.	0%	6%	-9%	11%	-1.2%
COc1ccc(Cl)cc1NC(=O)Cn1c(NCCO)nc2ccccc21	1.1%	0.1%	4%	4%	-12%	0%	-2%	12%	-0.6%
Cc1cc(C(=O)Nc2sc3c(c2C#N)CCC(C)C3)cs1 (stereo not drawn)	-1.9%	-0.8%	11%	-2%	0%	-8%	-2%	7%	0.0%
Cc1ccc(OCC(=O)Nc2ccc(-c3nc4ncccc4o3)cc2)cc1	1.0%	-4.1%	9%	-3%	-12%	10%	-2%	-1%	0.7%
CCNC(=S)/N=C(/Nc1ccc(OC)cc1)Nc1nc(C)cc(C)n1	0.6%	.	.	.	8%	-8%	2%	7%	0.0%
Later entries:
SMILES	RSV CPE inhibition	ER stress rescue	MgcRacGAP inhibition	Dengue-2 NS5 capping	GPR35 antagonists	PhoP inhibition	LYP phosphatase	SV40 large T antigen	West Nile virus CPE
Cc1nn(C)c(C)c1N1C(=O)c2cccc3c(Br)ccc(c23)C1=O	3.1%	-6.3%	1%	2%	-4%	2%	-1%	13%	1.5%
CCOC(=O)N1CCC(NC(=O)c2ccc3c(c2)N=C(CC)c2cc(C)ccc2S3)CC1	1.9%	.	4%	5%	-3%	5%	-3%	8%	0.2%
c1ccc(Nc2ccccn2)nc1	1.3%	.	-1%	-8%	0%	-4%	0%	10%	0.2%
CCOC(=O)CSc1nc2cc(C(=O)N3CCC(C(N)=O)CC3)ccc2c(=O)n1-c1ccccc1	2.0%	0.7%	1%	-2%	6%	-2%	1%	10%	1.4%
COc1ccc(OC)c(CCNC(=O)CCC(=O)N2CCOc3ccc(C)cc32)c1	0.5%	.	-1%	1%	12%	.	-6%	14%	-0.9%
CC(=O)C1(C)N(O)C(C)(C)C(c2ccco2)=[N+]1[O-] (stereo not drawn)	0.9%	-2.9%	-3%	-8%	1%	0%	-3%	1%	-0.3%
